TDP-43 yeast inh: qHTS of TDP-43 Inhibitors | 1.8% of 410,000 active | AID 652104, 2013 | Potency, µM (highest dose often 46.1 µM), inactives show at the highest dose growth rescue (activation), hits mostly activators | TDP-43 expressing yeast growth rescue, BacTiter-Glo, 24 h; note: potency is the fitted concentration of half-maximal effect; % of control where 0% means no effect; nearly all actives have a fitted effect of over 50% in size
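Readout is BacTiter-Glo luminescence of cell growth, so inhibitors register as activators. TDP-43-expressing yeast at OD600=0.02 in galactose medium, after raffinose pregrowth to mid-log, were incubated with compound for 24 hr at 30 deg C.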
Abeta yeast res: qHTS for compounds that reverse cellular toxicity of Amyloid beta (A-beta) peptide in yeast: Primary Screen; yeast expressing A-beta42, growth rescue, OD600, 48 h; response scale: 0% DMSO, 100% iron-clioquinol control; Potency, µM (titrated, usually from 46.1 µM), inactives show top-dose growth rescue, usual class: activators; 0.063% of 410,000 active; AID 1347071, 2019; note: potency is the fitted concentration of half-maximal effect; nearly all actives have a fitted effect of over 55% in size
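Growth rescue measured by 600 nm absorbance after 48 h yeast culture at 30 C with compound. Values normalized between DMSO and an equimolar ferric chloride plus clioquinol control.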
FUS yeast rescue: qHTS for Suppressors of FUS Proteinopathy: Primary screen using FUS-linked yeast assay; Potency, µM (doses to about 76.6 µM), for the others: at the top dose growth rescue (activation), hits mostly activators; S. cerevisiae FUS-expressing, growth rescue, OD600, 24 h; AID 1347120, 2019; 0.24% of 390,000 active;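 note: potency is the fitted concentration of half-maximal effect; plate controls were DMSO vehicle for no effect and reference control for full effect; nearly all actives have a fitted effect of over 55% in size; some results filed as inactive show a strong effect at the top dose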
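Yeast expressing FUS under galactose induction, OD 0.005 in 2% galactose medium; compounds in a dilution series, 24 h at 30C. Growth rescue by absorbance at 600 nm; CP55940 positive control, DMSO negative.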
GLP1R inv ag: qHTS of GLP-1 Receptor Inverse Agonists (Inhibition Mode) | Glucagon-like peptide 1 receptor (Homo sapiens), P43220 | HEK293 GLP-1R CRE-luciferase, luminescence, 24 h; GLP-1R form is constitutively active | Potency, µM (doses to about 38.3 µM), for inactives: at the top dose activity change, negative = inhibition, most hits filed as inhibitors | 1.6% of 410,000 active | AID 624417, 2012; note: potency is the fitted concentration of half-maximal effect; % is set by controls: 0 for no effect and ±100 for the full control effect; nearly all actives have a fitted effect of over 55% in size
Target sequence (P43220 whole entry, looked up): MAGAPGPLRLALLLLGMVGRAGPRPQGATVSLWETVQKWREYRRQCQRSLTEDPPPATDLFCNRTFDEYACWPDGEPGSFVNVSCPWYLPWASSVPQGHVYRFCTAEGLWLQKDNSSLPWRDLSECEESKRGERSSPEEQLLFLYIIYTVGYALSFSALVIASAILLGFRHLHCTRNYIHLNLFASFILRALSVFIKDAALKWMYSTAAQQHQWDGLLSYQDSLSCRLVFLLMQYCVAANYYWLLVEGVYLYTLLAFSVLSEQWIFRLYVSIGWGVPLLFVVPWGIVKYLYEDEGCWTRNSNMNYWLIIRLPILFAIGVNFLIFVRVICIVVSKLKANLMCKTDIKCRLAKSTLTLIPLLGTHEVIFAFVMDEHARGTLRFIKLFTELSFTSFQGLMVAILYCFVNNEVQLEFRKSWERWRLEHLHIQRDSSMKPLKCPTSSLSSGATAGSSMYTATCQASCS
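HEK293 cells stably co-expressing a cAMP-responsive luciferase reporter and constitutively active GLP-1R were seeded, incubated 12 h, then exposed to compounds for 24 h at 37 C. Luminescence was read 12 min after detection reagent; inverse agonists lower signal.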
PTHR1 agonist: qHTS for PTHR1 Agonists: Primary Screen; Parathyroid hormone/parathyroid hormone-related peptide receptor (Homo sapiens), Q03431; HEK293 GP2 PTHR1 cells, GloSensor cAMP luminescence, 1 h; Potency, µM (series often up to 115 µM), for inactives: at the top dose activation, usual class: activators; 0.075% of 410,000 active; AID 743266, 2014; note: potency is the fitted concentration of half-maximal effect; nearly all actives have a fitted effect of over 55% in size; some results filed as inactive show a strong effect at the top dose; inactives centre near -15; many of its hits are not listed in these tables
Target sequence (Q03431 whole entry, looked up): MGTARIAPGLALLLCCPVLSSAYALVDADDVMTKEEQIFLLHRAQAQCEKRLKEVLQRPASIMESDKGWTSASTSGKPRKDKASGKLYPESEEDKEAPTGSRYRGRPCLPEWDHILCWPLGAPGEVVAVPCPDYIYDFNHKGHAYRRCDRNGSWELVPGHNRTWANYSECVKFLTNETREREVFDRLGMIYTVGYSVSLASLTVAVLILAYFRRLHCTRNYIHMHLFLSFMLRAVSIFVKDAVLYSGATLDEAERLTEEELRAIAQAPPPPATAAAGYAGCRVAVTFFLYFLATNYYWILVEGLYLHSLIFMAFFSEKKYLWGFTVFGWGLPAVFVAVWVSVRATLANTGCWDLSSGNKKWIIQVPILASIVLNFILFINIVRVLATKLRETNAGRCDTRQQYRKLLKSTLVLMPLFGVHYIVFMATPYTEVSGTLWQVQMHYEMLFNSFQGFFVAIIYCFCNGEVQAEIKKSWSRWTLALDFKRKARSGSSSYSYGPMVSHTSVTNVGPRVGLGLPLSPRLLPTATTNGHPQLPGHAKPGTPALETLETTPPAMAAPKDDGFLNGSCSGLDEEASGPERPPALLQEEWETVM
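HEK-293-derived GP2 cells expressing PTHR1 and a GloSensor cAMP reporter, 3,000/well, plated overnight, given luciferin plus IBMX (each 0.5 mM as added) for 1 h at 37 °C, then compound for 1 h at 37 °C. Luminescence was read after 15 min at room temperature.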
pAkt inh: HTS Assay for Inhibitors of Akt Phophorylation: Primary Screen; Neuro2A IGF-stimulated pAkt S473 HTRF, 20 min; active compounds read low; activity change, % for hits at 50 µM; 0.32% of 360,000 active; AID 651550, 2012; in the data active = activity change below about -80%; inconclusive = mostly about -51% to -80%; note: % is set by controls: 0 for no effect and ±100 for the full control effect
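Neuro2A cells in DMEM with 0.5% FBS, overnight at 37 deg C, given compound at single 50 µM final, then IGF (6 nM final) for 20 min at 37 deg C. Lysed; phospho-Akt Ser473 by HTRF after 24 h, 665/615 ratio.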
GLP1R cytotox: qHTS of GLP-1 Receptor Inverse Agonists: Cytotox Screen; HEK293 cAMP-luciferase reporter cells, luminescence, 24 h; Potency, µM (titrated, usually from 38.3 µM), for inactives: top-dose activity change, negative = inhibition, usual class: inhibitors; 0.13% of 410,000 active;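 note: loss of luciferase light is scored as toxicity; potency is the fitted concentration of half-maximal effect; % is set by controls: 0 for no effect and ±100 for the full control effect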
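Seeding density was 200 cells/uL; after overnight-length (12 h) culture, 23 nL compounds went on for 24 h at 37 °C. Readout used a luciferase detection reagent, luminescence taken after 12 min at room temperature.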
aSyn rescue: qHTS of alpha-syn Inhibitors | Yeast expressing alpha-synuclein, growth rescue, BacTiter-Glo, 24 h | Potency, µM (top dose mostly 46.1 µM), for the others: at the top dose growth rescue (activation), hits mostly activators | 0.14% of 370,000 active | AID 652106, 2013; note: potency is the fitted concentration of half-maximal effect; % of control where 0% means no effect; nearly all actives have a fitted effect of over 65% in size
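Rescue of yeast growth: cells expressing toxic alpha-synuclein, induced in galactose at OD600 0.02, incubated with compound 24 h at 30 C. ATP luminescence quantified growth; inhibitors of toxicity appear as activators.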
MmCpn inh: Inhibitors of TCP-1 ring complex (TRiC) of Methanococcus maripaludis (MmCpn): qHTS; Chaperonin Mm-Cpn (Methanococcus maripaludis); purified Mm-Cpn ATPase, ADP Transcreener TR-FRET; Potency, µM (highest dose often 76.9 µM), inactives show at the highest dose activity, negative = inhibition, hits mostly inhibitors; 0.031% of 330,000 active; AID 504842, 2011; note: potency is the fitted concentration of half-maximal effect; % is set by controls: 0 for no effect and ±100 for the full control effect; nearly all actives have a fitted effect of over 80% in size
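TR-FRET (320 nm excitation; 590 and 665 nm emission) reports ADP made from 10 uM ATP by 25 nM enzyme; compounds were preincubated 10 min, reaction run 30 min, both at 37°C.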
An asterisk follows results filed as active; i = inactive; ? = inconclusive; / = not tested or not shown; [ ] = remark or other dose. Unless noted, calls come from the whole dose curve; as a rule, active = well fitted curve in the direction sought with a large enough effect; inconclusive = small, poorly fitted or top-dose-only effect, or another doubt; inactive = no such curve, though single readings can be large; an effect the other way counts as inactive or inconclusive. The list is partial, so the mix of outcomes need not match the whole.

SMILES | TDP-43 yeast inh | Abeta yeast res | FUS yeast rescue | GLP1R inv ag | PTHR1 agonist | pAkt inh | GLP1R cytotox | aSyn rescue | MmCpn inh
Clc1ccc(-c2ccccc2)nn1 | 6% | -4% | -6% | 10% | i | i | -18% | 9% | -2%
CC(=O)C[C@H](O)CC(=O)[C@H]1OC(=O)[C@H](C)CCCCc2ccccc21 | -8% | 6% | -5% | -9% | ? | i | 1% | 13% | -2%
O=C(CSCc1ccc(F)cc1)N1CCN(c2ccc(Cl)cc2)CC1 | 18µM* | -2% | ? | ? | -32%[inhibitor] | / | 1% | / | /
CC(O)c1nc2ccccc2n1C1CCCCC1 (stereo unspecified) | -22% | 25% | 2% | 2% | i | i | -14% | -12% | 1%
COc1cc(/C=C/C(=O)OCC(=O)NC(=O)NC(C)C)cc(S(=O)(=O)N2CCc3ccccc32)c1OC | -5% | 6% | 41% | 44%[activator] | -64%[inhibitor] | i | -18% | -1% | 0%
CCOc1ccc(S(=O)(=O)NC2=NCCCCC2)cc1 | -14% | -18% | -29% | 11% | -16% | i | 4% | -5% | 0%
O=C(COC(=O)COc1cccc(Br)c1)Nc1c(Cl)cccc1Cl | -3%[9.22 µM] | -12% | 24% | 2% | -14% | i | -5% | -28% | 0%
CCc1ccccc1N(CC)C(=O)C(=O)Nc1ccc2nc3n(c(=O)c2c1)CCCCC3 | ? | -3% | 27% | -24% | 0% | / | -13% | / | /
COC(=O)C1CCN(C(=O)CSc2nnc(-c3ccccc3)o2)CC1 | 17% | 4% | 7% | 16% | i | i | -6% | 2% | 0%
Nn1c(SCC(=O)Nc2ccc3c(c2)OCCO3)nnc1-c1cccnc1 | 12% | -9% | 8% | 13% | i | i | -14% | 7% | -6%
CCCC(=O)N1CC(=O)Nc2ccc(F)cc2C1c1ccccc1 (stereo unspecified) | -21% | -13% | -17% | -26% | -4% | i | -3% | 1% | -1%
COc1cccc(NC(=O)C2C3C=CC(O3)C2C(=O)NCc2cccnc2)c1 (stereo unspecified) | 6% | 10% | 12% | 8% | i | i | 4% | 1% | 0%
CCOc1ccc(N(CC(=O)NCCc2ccccc2)S(=O)(=O)c2ccccc2)cc1 | -2% | -5% | -7% | 7% | i | i | 8% | 1% | 0%
CC(C)(C)NC(=O)CC(c1ccccc1)c1ccccc1O (stereo unspecified) | -14% | 25% | 9% | 0% | i | i | 7% | 4% | 0%
CC(C)Cn1cnc2c(SCc3ccc(Cl)cc3)nc(N)nc21 | 26% | 9% | / | -16% | -25% | i | -4% | 14% | /
COc1ccc(CCNC(=O)CCn2c(=O)c3ccccc3n(CC(=O)Nc3ccccc3F)c2=O)cc1OC | 15% | -4% | 14% | 24% | ? | / | 4% | / | /
COc1ccc(OC)c(NC(=O)c2ccc(S(=O)(=O)N3CCOCC3)cc2)c1 | 13% | -7% | 18% | 37%[activator] | -4% | i | 11% | 8% | 2%
Cc1cc(Nc2ccccc2C)c2cccc(C)c2n1 | 18% | 0% | -8% | 6% | -20% | / | -9% | / | /
COc1ccc(N(CC(=O)NC2CCCCC2)S(=O)(=O)c2cccs2)cc1 | 24% | -6% | -18% | 4% | i | i | 7% | -6% | 0%
CC1(C)Cc2c(C#N)c(SCCC#N)nc(N3CCOCC3)c2CO1 | -6% | -11% | 11% | 4% | -17% | i | -3% | 5% | -1%
O=c1c2oc3ccccc3c2n(Cc2cccc(F)c2)c(=O)n1Cc1ccc2c(c1)OCO2 | 8% | 3% | -19% | 3% | -2% | / | 3% | / | /
O=C(O)c1cccc(-c2ccc(/C=C3/SC(=Nc4ccccc4)N(Cc4cccnc4)C3=O)o2)c1 | -20% | -8% | 52% | 70%[activator] | i | i | 0% | 5% | 1%
Cc1ccc2c(c1)cc1c(=O)n(CC(=O)NCCN3CCCC3)nc(C)n12 | 0% | / | 3% | -19% | i | i | 4% | 1% | -4%
COCc1cc(C)n(CC(=O)Nc2ccc(N3CCOCC3)cc2)c(=O)c1C#N | -15% | -10% | -3% | 15% | -6% | i | 14% | 0% | -3%
CCOC(=O)CCCC(=O)N1CCOCCOCCN(C(=O)CCCC(=O)OCC)CCOCCOCC1 | 10% | 8% | -4% | 1% | 2% | i | 2% | -1% | 2%
CCOC(=O)NC1(C(F)(F)F)NC(=O)N(Cc2ccco2)C1=O (stereo unspecified) | -5% | ? | 10% | 5% | -7%[57.5 µM] | / | 10% | 2% | -1%
Cc1cccc(OCCCC(=O)NCC(=O)Nc2cccc(C)c2C)c1 | / | 2% | 12% | -17% | 0% | i | -4% | 2% | -1%
COc1ccc(NC2CCCN(C(=O)CCn3cccn3)C2)cc1 (stereo unspecified) | 5% | -3% | -4% | 12% | i | i | -9% | 3% | -3%
Cc1cc(S(=O)(=O)N2CCOCC2)ccc1OCC(=O)Nc1ccccc1F | -1% | -5% | -11% | 6% | i | i | 16% | 3% | -1%
CS(=O)(=O)N1CCN(C(=O)c2c(F)cccc2F)CC1 | -24% | -5% | 8% | 9% | i | i | 5% | -12% | 1%
CCCCn1c(=O)[nH]c(=O)c2c1nc(CN(C)Cc1cccc(OC)c1OC)n2CCC | -19% | 0% | 17% | -20% | -17% | i | -2% | -1% | -3%
CCOc1ccc(Nc2n[nH]c(=S)s2)cc1 | ? | 0% | / | 35%[activator] | i | i | 15% | 7% | -1%
Cc1cc(OCCCCN2C(=O)NC(C)(C)C2=O)ccc1[N+](=O)[O-] | -13%[9.22 µM] | -3% | -4% | 8% | -31%[inhibitor] | i | -8% | 6% | -2%
COC(=O)c1sc(N2C(=O)C(O)=C(C(=O)c3ccc(C)o3)C2c2ccc(OC)c(OC)c2)nc1C (stereo unspecified) | -3% | -10% | ? | 233%[activator] | i | i | -17% | -1% | -13%
COc1ccc(C(=O)/C=C/c2ccccc2)c(O)c1 | ? | -37% | -15% | ? | -80%[inhibitor] | i | -14% | -1% | -1%
CCCCS(=O)(=O)N1CCC(C(=O)Oc2ccc(Cl)cc2)CC1 | -1% | -20% | -21% | 4% | -19% | i | 3% | -17% | 0%
CC1Oc2ccccc2OC1C(=O)Nc1ccccn1 (stereo unspecified) | -2% | -10% | 8% | -3% | i | i | 19% | -7% | 1%
Cc1nnc2n(Cc3ccccc3)c(=O)c3c4c(sc3n12)COC(C)(C)C4 | -14% | 11% | 25% | 48%[activator] | ? | i | 9% | -1% | 0%
CC(=O)c1cccc(N(CC(=O)Nc2ccc(F)cc2)S(C)(=O)=O)c1 | 3% | -3% | / | 4% | -17% | i | -9% | -1% | 3%
CNc1ccc(Br)cc(C(=O)/C=C/c2cccc(OC)c2)c1=O | -25% | -8% | 22% | ? | -22%[57.5 µM] | i | ? | 23% | -4%
Cc1ccc(CNC(=O)Cn2ccn(-c3cccc(Cl)c3)c(=O)c2=O)cc1 | 12% | 3% | -6% | 3% | -2% | / | 1% | / | /
CCOC(=O)Cn1c(=O)c2c(nc3n2CCCN3Cc2ccccc2)n(C)c1=O | 8% | -7% | 18% | ? | -17% | i | 2% | 1% | -24%
CCn1ccnc1CN(C)C(=O)CCc1nnc(CCCc2ccccc2)o1 | 7% | -1% | -5% | 10% | 18% | i | -8% | 1% | 1%
COc1ccc(NC(=O)CSc2n[nH]c(-c3ccccc3)n2)cc1Cl | 15% | 0% | 3% | 11% | -10% | / | 0% | / | /
COc1cc(C(=O)N2CCC(c3nc4ccccc4s3)CC2)cc(OC)c1OC | 17% | 9% | 28% | 4% | -3% | / | -2% | / | /
CCOC(=O)N(C)[C@H]1C[C@H]2c3[nH]c4ccccc4c3CCN2C[C@H]1[C@H](C)O | 23% | -13% | -19% | -5% | -19% | i | 113%[activator] | -17% | /
Cc1ccc(-c2cc(C(=O)N3CCN(c4ccccc4)CC3)c3ccccc3n2)cc1C | 0% | -55%[inhibitor] | 29% | ? | i | / | -8% | / | /
CCn1nnc(-c2ccccc2NC(=O)c2cc(OC)cc(OC)c2)n1 | -9% | 3% | -4% | 4% | -4% | i | -5% | -1% | -20%
CCOc1ccc(NC(=O)c2[nH]c(C)c(C(C)=O)c2C)cc1 | 11% | 9% | -13% | ? | -18% | i | 1% | -16% | 0%
Cc1cccc(CCNC(=O)C2CCC(=O)N2Cc2ccc(F)cc2)c1 (stereo unspecified) | -32%[inhibitor] | -10% | 29% | -16% | i | i | -5% | 1% | 1%
C=COCCn1c(-c2nonc2N)nc2ccccc21 | 18% | -4% | -15% | ? | -2%[57.5 µM] | i | 45%[activator] | 0% | 2%
COc1cc(-c2nnc(SCC(=O)Nc3cc(C)on3)n2C)cc(OC)c1O | -11% | 13% | 18% | 4% | -9%[57.5 µM] | / | -15% | 3% | -1%

Assay outcomes (PubChem)
